BAP1 block – blocks human BAP1 ubiquitin-AMC hydrolysis; Q92560; recombinant BAP1, Ub-AMC hydrolysis fluorescence kinetic; stronger effect = lower value; activity remaining (% of control), % at 20 µM; 72,000 compounds, 0.48% hits; AID 436;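 active = activity remaining at or below 50% of control, provided the compound also passes the data quality filters; inactive = the rest, including low values that fail the filters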;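 also: 100% = DMSO wells rate and 0% = substrate alone blank rate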
Target sequence (Q92560 whole entry, looked up): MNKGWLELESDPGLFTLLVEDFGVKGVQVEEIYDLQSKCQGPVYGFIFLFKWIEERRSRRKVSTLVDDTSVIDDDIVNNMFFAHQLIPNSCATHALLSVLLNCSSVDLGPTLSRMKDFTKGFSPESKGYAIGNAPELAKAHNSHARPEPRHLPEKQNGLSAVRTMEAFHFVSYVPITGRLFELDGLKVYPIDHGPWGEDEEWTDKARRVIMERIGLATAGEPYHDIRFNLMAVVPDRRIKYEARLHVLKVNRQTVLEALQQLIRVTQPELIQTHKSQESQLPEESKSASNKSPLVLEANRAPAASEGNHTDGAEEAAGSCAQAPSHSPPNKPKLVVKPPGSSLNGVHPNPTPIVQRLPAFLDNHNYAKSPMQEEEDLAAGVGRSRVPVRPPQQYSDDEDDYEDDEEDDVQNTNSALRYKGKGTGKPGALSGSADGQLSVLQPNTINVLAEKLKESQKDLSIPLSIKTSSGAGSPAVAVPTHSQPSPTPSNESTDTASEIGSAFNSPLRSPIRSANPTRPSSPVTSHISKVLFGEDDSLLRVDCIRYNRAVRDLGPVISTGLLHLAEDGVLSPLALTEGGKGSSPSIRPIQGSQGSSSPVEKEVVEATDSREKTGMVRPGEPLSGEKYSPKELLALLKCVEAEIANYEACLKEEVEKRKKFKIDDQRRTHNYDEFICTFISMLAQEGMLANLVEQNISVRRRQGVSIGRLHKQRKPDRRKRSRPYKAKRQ
HePTP inhibitor – human HePTP phosphatase inhibition | P35236 | recombinant HePTP phosphatase activity, OD absorbance | inhibition, % at 20 µM | 110,000 compounds, 0.64% hits; in the data active = inhibition above about 50%;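 also: plate controls were vehicle for no effect and reference inhibitor for full effect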
Target sequence (P35236 whole entry, looked up): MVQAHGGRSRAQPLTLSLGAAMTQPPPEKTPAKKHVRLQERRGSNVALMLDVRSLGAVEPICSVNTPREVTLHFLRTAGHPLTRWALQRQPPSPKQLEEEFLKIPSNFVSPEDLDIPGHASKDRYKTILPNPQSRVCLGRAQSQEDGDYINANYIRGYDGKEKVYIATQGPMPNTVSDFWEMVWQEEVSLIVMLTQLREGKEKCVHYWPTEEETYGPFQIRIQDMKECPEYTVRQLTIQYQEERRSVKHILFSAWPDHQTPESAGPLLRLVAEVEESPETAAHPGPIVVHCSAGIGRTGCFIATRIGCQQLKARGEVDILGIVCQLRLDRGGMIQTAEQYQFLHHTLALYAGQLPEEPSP
The depositor's hits bear a star; / = no result given; & = joins results of further samples.

Each structure is followed by: BAP1 block	HePTP inhibitor
1	O=C1CC(Cc2ccc(Cl)cc2)C(=O)N1c1ccccn1 (centres undefined)
    136	7
2	Cc1ccc(-c2nc3ncccc3o2)cc1NC(=O)c1cccc(Cl)c1Cl
    /	-17
3	C=CCn1c(SCC#N)nc2c(c1=O)C(C)(C)Cc1ccccc1-2
    118	4
4	CC1CN(C(=O)c2ccc(COCC(F)(F)F)o2)CC(C)O1 (centres undefined)
    145	-1
5	CCCN(CCC)CCCNC(=O)c1cc2c(=O)n(C)c3ccccc3c2n1C
    93	3
6	O=S(=O)(NCc1ccc(F)cc1)c1ccc(Cl)cc1
    /	3
7	CC(C)(C)c1cc(C(c2ccccc2O)N2CCOCC2)cc(C(C)(C)C)c1O (centres undefined)
    /	10
8	CC1(C)Cc2c(c(-c3ccco3)[nH]c(=O)c2C#N)CO1
    99	-6
9	OCC1OC(n2nnc3ccccc32)C(O)C(O)C1O (centres undefined)
    140	7
10	COc1cccc(C2=NN(C(=O)c3cccc([N+](=O)[O-])c3)C(O)(C(F)(F)F)C2)c1 (centres undefined)
    /	3
11	CC1(O)N(Cc2ccccc2)C(=O)OC12CCCCC2 (centres undefined)
    91	3
12	CCCCn1c(CN(C)Cc2ccccc2)nc2c1c(=O)n(C)c(=O)n2C
    95	-2
13	CC(C)(C)c1ccc(S(=O)(=O)N2CCN(c3ccc([N+](=O)[O-])cc3)CC2)cc1
    128	/
14	COCCCN1C(=O)c2ccc(C(=O)NCc3ccco3)cc2C1=O
    59	5
15	COC(=O)c1ccc(-c2sc3nc(N4CCOCC4)c4c(c3c2N)CC(C)(C)OC4)o1
    53	4

Next part, starting with the last 5 of the part before.
Each structure is followed by: BAP1 block	HePTP inhibitor
11	CC1(O)N(Cc2ccccc2)C(=O)OC12CCCCC2 (centres undefined)
    91	3
12	CCCCn1c(CN(C)Cc2ccccc2)nc2c1c(=O)n(C)c(=O)n2C
    95	-2
13	CC(C)(C)c1ccc(S(=O)(=O)N2CCN(c3ccc([N+](=O)[O-])cc3)CC2)cc1
    128	/
14	COCCCN1C(=O)c2ccc(C(=O)NCc3ccco3)cc2C1=O
    59	5
15	COC(=O)c1ccc(-c2sc3nc(N4CCOCC4)c4c(c3c2N)CC(C)(C)OC4)o1
    53	4
16	CC(C)=C1C2C=CC1C1C(=O)N(c3cc(C(F)(F)F)ccc3Cl)C(=O)C21 (centres undefined)
    /	3
17	Cc1ccc2cc(CCNC(=O)C(C)C)c(=O)[nH]c2c1C
    106	4
18	O=C1CCc2cc(S(=O)(=O)N3CCCC3C(=O)N3CCN(c4ccccc4)CC3)ccc2N1 (centres undefined)
    93	-9
19	O=C(O)CCCCCNC(=O)CCn1cnc2ccccc2c1=O
    82	8
20	COc1cccc(/C=C2/SC(=S)N(CC(=O)O)C2=O)c1
    /	7
21	CCOc1ccccc1NC(=O)CSc1nnc(-c2ccco2)o1
    98	-10
22	Clc1ccc(CNc2nc3ccccc3n2CCOc2ccccc2)cc1
    /	6
23	COc1cc(C(=O)OCC(=O)Nc2cc(C)on2)ccc1OCc1ccccc1Cl
    70	9
24	COCCOC(=O)C1=C(C)NC2=C(C(=O)CCC2)C1c1ccc([N+](=O)[O-])cc1 (centres undefined)
    /	47
25	CC1CN(C(=O)N(C)C)CCN1C(=O)N(C)C (centres undefined)
    103	6
26	O=C(c1ccco1)c1nnn(Cc2ccccc2)c1-c1ccccc1
    94&154	-5
27	O=C(Nc1cc(=O)c2ccccc2o1)N1CCCCC1
    /	6
28	O=C(O)CCCCCN1C(=O)C(=O)/C(=C(/O)c2ccc([N+](=O)[O-])cc2)C1c1ccccc1Cl (centres undefined)
    /	-10
29	CCOC(=O)C(=O)N1c2ccccc2Sc2ccccc21
    68	/
30	CC1Cc2ccccc2N1C(=O)CSc1nnc(CNc2ccccc2)o1 (centres undefined)
    101	-2

Random excerpt: 6 records from the list.
Each structure is followed by: BAP1 block	HePTP inhibitor
25	CC1CN(C(=O)N(C)C)CCN1C(=O)N(C)C (centres undefined)
    103	6
24	COCCOC(=O)C1=C(C)NC2=C(C(=O)CCC2)C1c1ccc([N+](=O)[O-])cc1 (centres undefined)
    /	47
18	O=C1CCc2cc(S(=O)(=O)N3CCCC3C(=O)N3CCN(c4ccccc4)CC3)ccc2N1 (centres undefined)
    93	-9
22	Clc1ccc(CNc2nc3ccccc3n2CCOc2ccccc2)cc1
    /	6
16	CC(C)=C1C2C=CC1C1C(=O)N(c3cc(C(F)(F)F)ccc3Cl)C(=O)C21 (centres undefined)
    /	3
28	O=C(O)CCCCCN1C(=O)C(=O)/C(=C(/O)c2ccc([N+](=O)[O-])cc2)C1c1ccccc1Cl (centres undefined)
    /	-10

Further entries.
Each structure is followed by: BAP1 block	HePTP inhibitor
31	CCN(CC)c1ccc(/C=C(/NC(=O)c2ccccc2Br)C(=O)NCCCC(=O)O)cc1
    /	-8
32	CCOC(=O)c1cnc(SC)nc1Nc1cccc(F)c1
    88	-3
33	O=C(c1ccccc1)c1ccc(N2CCCCC2)cc1
    /	7
34	COc1ccc(NC(=O)CSc2nnc(Cc3cccn3C)n2-c2ccc(C)cc2)cc1OC
    108	4
35	CC(=O)N1CCN(CCN(CC2C(C)C=C(C)CC2C)C(C)=O)CC1 (centres undefined)
    136	6
36	Cc1cc(=O)[nH]c(SCC(=O)Nc2ccc(F)cc2)n1
    /	-10
37	COc1cccc2c(=O)n(CC(=O)N3CCCc4ccccc43)ccc12
    81	1
38	CCCCc1nc2ccccc2c(NC(=O)CN2CCOCC2)c1CCC
    /	-26
39	COc1ccc(C(=S)N2CCN(c3ccccc3)CC2)cc1
    /	-4
40	C/C(=N\Nc1nc(C(C)(C)C)cs1)c1ccccc1O
    /	0
41	COc1ccc(-c2cc(C(=O)Nc3sc(C)c(C)c3C#N)c3ccccc3n2)c(OC)c1
    /	7
42	Cc1cc(Br)ccc1NC(=O)c1ccco1
    /	1
43	O=C(COc1ccc(Cl)cc1)Nc1ccc2nn(-c3ccc(F)cc3)nc2c1
    /	8
44	CCC(CC)NC(=O)c1cc(OC)c(OC)c(OC)c1
    103	-2
45	CCOC(=O)COc1ccc2oc(C)c(C(=O)OC)c2c1
    /	16
46	Cc1ccc2c(c1)c1c3n2CCN(CC(O)c2ccc(Br)cc2)C3CCC1 (centres undefined)
    /	-15
47	COc1c(Cl)ccc(Cl)c1C(=O)NCCc1nc2ccccc2[nH]1
    /	7
48	COc1ccc(CCN2CNc3c(c(=O)n(C)c(=O)n3C)C2)cc1
    100	4
49	Cc1c(N2C(=O)CS/C2=N\N=C\c2ccc(Br)cc2)c(=O)n(-c2ccccc2)n1C
    /	-2
50	COc1ccc(CN2CCN(Cc3ccccc3[N+](=O)[O-])CC2)c(OC)c1
    /	6
51	CC1=C(C(=O)Nc2ccc(Cl)cc2)C(c2ccc(Cl)cc2)NC(=O)N1 (centres undefined)
    /	10
52	Cc1ccccc1N1OC2C(=O)N(Cc3ccccc3)C(=O)C2C1c1ccc(F)cc1 (centres undefined)
    /	-5
53	COc1ccc2c(c1OC)C(=O)OC2Nc1ccc(C(C)=O)cc1 (centres undefined)
    /	6
54	O=C(COC(=O)c1cccc(C#Cc2ccccc2)c1)c1ccc(Br)cc1
    /	2
55	O=C(Nc1ccc2c(c1)OCCO2)c1ccc(Cl)c([N+](=O)[O-])c1
    /	-7
56	COc1ccc(/C=C/C(=O)N(C(C)C)C(C)C)cc1Br
    /	11
57	COc1ccc(C(=O)N2c3ccccc3CC2C)cc1OC (centres undefined)
    96	-3
58	O=C(O)c1cnc2ccccc2n1
    129	5
59	O=C(CC(Nc1ccc2ncccc2c1)c1ccccc1)c1ccccc1 (centres undefined)
    /	-1
60	COc1ccc([N+](=O)[O-])cc1NS(=O)(=O)c1cc(Cl)ccc1Cl
    /	6
61	COc1ccc(-n2ncc3c(NCCCn4ccnc4)ncnc32)cc1
    86	1
62	Nc1ccc(Br)cc1/C(=N/O)c1ccccc1
    /	2
63	CCOc1ccc(N=C2NC(=O)/C(=C/c3ccc(I)o3)S2)cc1
    /	6
64	CC(C)COC(=O)c1ccc(NC(=O)C2C3CCC(C3)C2C(=O)O)cc1 (centres undefined)
    91	4
65	COc1ccc2[nH]c3c(c2c1)CCC/C3=N\N
    /	-9
66	CCN(CC)c1ccc(/C=C(\C#N)C(=O)NC)cc1
    /	6
67	CC1(C)CC(=O)C2=C(C1)NCN(CCCN1CCOCC1)C2
    90	5
68	O=C(NCCO)c1scc2c1OCCO2
    108	6
69	CCOc1ccccc1C1C(C#N)=C(N)SC(N)=C1C#N
    98	10
70	O=C(Nc1ccccc1)C1CC(=O)N(c2ccccc2)C1 (centres undefined)
    /	10
71	COc1ccc(Cl)cc1NC(=O)C1=C(C)NC(=S)NC1c1ccc(OC)c(OC)c1 (centres undefined)
    /	4
72	CC(C)(C)n1nc2c(c1NC(=O)c1ccc(Br)cc1)CS(=O)C2 (centres undefined)
    91	2
73	CCOC(=O)c1ccc(N2C(=O)C3CC=CCC3C2=O)cc1 (centres undefined)
    88	-2
74	CCn1c2ccccc2c2cc(CN3CCNCC3)ccc21
    /	-5
75	O=C1NC(=S)N/C1=C\c1ccc(-c2cc([N+](=O)[O-])ccc2Br)o1
    /	102*
76	Cn1c(CCN2CCCCCC2)nc2cc(NC(=O)Nc3ccccc3)ccc21
    94	1
77	CCOc1cc(/C=C2/SC(=S)N(C)C2=O)ccc1OC(=O)c1ccc(C)cc1
    /	-11
78	CCC(C)n1c(N)nc2c1c(=O)[nH]c(=O)n2C (centres undefined)
    113	/
79	C=CCN1C(=O)/C(=C\c2cccc(OC)c2)SC1=Nc1ccccc1
    /	9
80	COc1ccc(NC(=O)CCCNS(=O)(=O)c2cccs2)cc1
    /	-1
81	FC(F)(F)c1cccc(N2CCN(Cc3ccoc3)CC2)c1
    89	6
82	COC(=O)CC(C(=O)OC)C(C(=O)OC)C(=O)OC (centres undefined)
    /	6
83	CSc1nc(N2CCOCC2)c2c(c1C#N)CCCCC2
    65	13
84	O=C(COc1ccc(Br)cc1)Nc1ccc(Cc2ccncc2)cc1
    /	-10
85	Cc1ccc(OCCOCCOc2ccccc2/C=C2/SC(=S)NC2=O)cc1
    /	5
86	CCn1ncc(Br)c1C(=O)N(C)C12CC3CC(CC(C3)C1)C2
    96	-4
87	O=C(Nc1c(F)c(F)c(F)c(F)c1F)c1ccco1
    /	8
88	COC(=O)/C(=C1/Oc2cc(C)oc(=O)c2S1)C(F)(F)F
    164	-1
89	Cc1ccccc1OCc1nc(-c2ccc(Cl)cc2)no1
    /	2
90	N#CC(C#N)=NNc1cccc2c(S(=O)(=O)O)cccc12
    /	9

The results go on.
Each structure is followed by: BAP1 block	HePTP inhibitor
91	CC12c3ccccc3C(c3ccccc31)C1C(=O)N(c3ccccn3)C(=O)C12 (centres undefined)
    /	-6
92	CC(C)(C)NC(=O)Cn1nnc(-c2ccc(Cl)cc2)n1
    91	11
93	O=C(CS(=O)(=O)Cc1ccccc1)NCC1CCCO1 (centres undefined)
    107	0
94	Cc1cccc2[nH]c(SCc3ccccc3F)nc12
    71	5
95	COc1ccccc1NC(=O)C1=C(C)NC(=O)NC1c1ccc(Cl)cc1Cl (centres undefined)
    /	-10
96	CCc1c(C)nc2c(Br)cccc2c1SCC(=O)O
    /	-2
97	CCOc1ccccc1C(=O)Nc1ccc(N2CCOCC2)cc1
    108	10
98	O=C(CSc1nnc(-c2cccnc2)n1-c1ccccc1)Nc1ccc2c(c1)OCO2
    125	7
99	CN(CC(=O)N1CCc2ccccc21)S(=O)(=O)c1cccc2cccnc12
    98	2
100	CCOC(=O)C1CCCN(C(=O)c2cn(C)c3ccc(S(=O)(=O)N(C)C)cc3c2=O)C1 (centres undefined)
    101	4
101	COc1ccc(N/C=C2/CCCCC2=O)cc1
    80	4
102	O=C(COC(=O)CCc1c[nH]c(=O)[nH]1)Nc1ccccc1
    105	-2
103	CC(C)(C)c1cc(CCC(=O)NNC(=O)c2ccccc2)cc(C(C)(C)C)c1O
    /	56*
104	CCC(CC)C(=O)NCCc1cc2ccc(OC)cc2[nH]c1=O
    112	8
105	O=C(Nc1ccc(S(=O)(=O)N2CCc3ccccc32)cc1)c1ccco1
    51	7
106	Cc1ccc(C(=O)Nc2cccc(Br)c2)cc1[N+](=O)[O-]
    /	-12
107	CCOc1cc(/C=C(/C(=O)c2ccc(C)cc2)c2nc3ccccc3o2)ccc1O
    /	-8
108	CCOc1cc(C2C(C(=O)OC)=C(C)NC(C)=C2C(=O)OC)ccc1O
    /	-4
109	CC(C)CC(=O)NC(NC(=O)CC(C)C)c1ccc(Br)cc1
    /	8
110	Fc1ccc(-c2cc(C(F)(F)F)nc(-n3cncn3)n2)cc1
    102	6
111	O=C(c1ccc(C#Cc2ccccc2)cc1)N1CCN(C/C=C/c2ccccc2)CC1
    /	5
112	COc1cc(Br)c(Nc2nc(-c3cccnc3)cs2)c(Br)c1
    /	2
113	Cc1ccc(N2C(=O)/C(=C/c3ccc(C(=O)O)cc3)SC2=S)cc1C
    /	-2
114	CCCn1c(C(O)c2ccc3c(c2)OCO3)nc2ccccc21 (centres undefined)
    /	5
115	Cc1ccc(C)c(C(=O)C(C)OC(=O)c2cccn2C)c1 (centres undefined)
    91	5
116	CCC1=NN(C(=O)c2ccc(OC)cc2)C(O)(c2ccncc2)C1 (centres undefined)
    /	104*
117	CN1C(=O)C(=C2CCCCCC2)SC1=S
    102	-12
118	O=C(COC(=O)CCC(=O)Nc1nccs1)NCc1ccco1
    108	6
119	COc1ccc(F)c(C2C(C#N)=C(N)Oc3n[nH]c(C(C)(C)C)c32)c1 (centres undefined)
    85	7
120	O=C(OCC(=O)N1CCCCCC1)c1cccs1
    120	-11
121	CCc1nc2c3cnn(-c4cc(Cl)ccc4C)c3ncn2n1
    90	-4
122	O=C1C2C(C(=O)N1c1cccc(Cl)c1)N1CCCN1C2c1ccccc1 (centres undefined)
    /	-8

Screening results deposited in PubChem by several laboratories.
